High-throughput results from PubChem.
MBD2 inh – blocks human MBD2 binding to methylated DNA; 0.31% of 370,000 active; inhibition, % at 4.4 µM; Q9UBB5; TR-FRET, MBD2 binding to methylated oligonucleotide; in the data active = inhibition above about 13%
Target sequence (Q9UBB5 whole entry, looked up): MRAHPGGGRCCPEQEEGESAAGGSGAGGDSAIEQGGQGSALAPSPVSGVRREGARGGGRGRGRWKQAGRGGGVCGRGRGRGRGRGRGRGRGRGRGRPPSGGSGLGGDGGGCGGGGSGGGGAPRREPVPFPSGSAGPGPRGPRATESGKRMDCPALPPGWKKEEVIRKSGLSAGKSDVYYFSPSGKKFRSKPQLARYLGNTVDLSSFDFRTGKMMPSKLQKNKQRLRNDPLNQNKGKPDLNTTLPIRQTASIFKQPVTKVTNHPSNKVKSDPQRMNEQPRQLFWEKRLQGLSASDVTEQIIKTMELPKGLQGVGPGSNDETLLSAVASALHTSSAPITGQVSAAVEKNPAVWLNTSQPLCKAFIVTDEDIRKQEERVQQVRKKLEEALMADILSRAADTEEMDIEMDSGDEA
ADAM17 inh – inhibits human ADAM17 | P78536 | recombinant ADAM17, EDANS/DABCYL FRET peptide cleavage | inhibition, % at 6.95 µM | 0.83% of 370,000 active;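 active = inhibition above the mean of compounds lying between control limits plus 3 SD, set per campaign, cut at about 8.5% in these data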;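 also: 0% = DMSO-only wells as the low control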
Target sequence (P78536 215-824 limits assumed): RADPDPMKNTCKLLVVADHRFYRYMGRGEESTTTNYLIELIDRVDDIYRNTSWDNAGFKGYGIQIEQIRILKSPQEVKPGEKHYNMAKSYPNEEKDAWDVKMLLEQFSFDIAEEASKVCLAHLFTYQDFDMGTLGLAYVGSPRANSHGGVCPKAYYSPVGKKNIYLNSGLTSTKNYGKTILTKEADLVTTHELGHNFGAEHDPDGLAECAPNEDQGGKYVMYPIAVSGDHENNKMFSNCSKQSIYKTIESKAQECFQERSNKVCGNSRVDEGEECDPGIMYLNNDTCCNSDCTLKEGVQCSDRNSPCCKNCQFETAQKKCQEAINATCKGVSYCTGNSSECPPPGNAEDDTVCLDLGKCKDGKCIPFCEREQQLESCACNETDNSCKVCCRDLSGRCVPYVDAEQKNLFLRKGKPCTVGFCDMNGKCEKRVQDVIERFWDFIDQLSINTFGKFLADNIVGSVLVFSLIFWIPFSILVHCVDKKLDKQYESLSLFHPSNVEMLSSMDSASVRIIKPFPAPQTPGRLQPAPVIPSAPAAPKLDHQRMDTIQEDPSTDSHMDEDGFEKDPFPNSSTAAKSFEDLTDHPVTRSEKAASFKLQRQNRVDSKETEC
Tn7 DDE FP – inhibitors of Tn7 peptide binding to human fibrin DD(E) | P02675 | FP displacement of FITC-Tn7 peptide from fibrin DD(E); 0% = median of compound wells per plate | inhibition, % at 8.3 µM | 0.13% of 370,000 active | AID 720508;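 active = inhibition above the mean of compounds falling within the control limits plus 3 SD of them, cut at about 14% in these data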;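 also: 0% = plate median of compound wells and 100% = 10 µM Aha-Tn7 peptide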
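Assay system: Fibrin-DD(E) protein isolated from polymerized human fibrin clots; read-out basis: percent inhibition; medium: Tris/NaCl/CaCl2 buffer, pH 7.8; signal: FP measurement; incubation: 10 min plus 3 h, room temperature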
ASAP1 GAP inh – inhibitors of human ASAP1 ArfGAP activity | 0.19% of 360,000 active | inhibition, % at 16.5 µM | ASAP1-stimulated ARF1 GTP hydrolysis, GDP FP detection; in the data active = inhibition above about 25%;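 also: 0% = vehicle with enzyme and substrate and 100% = no enzyme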
ARFGAP1 inhibitor – rat ARFGAP1 inhibition. inhibition, % at 16.5 µM. Q62848. Arfgap1-stimulated ARF1 GTP hydrolysis, GDP FP detection. 0.26% of 360,000 active. AID 651572;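 active = inhibition above a per-plate limit, mean inhibition of low control wells plus 3 SD, cut at about 25% in these data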;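 also: 0% = DMSO wells with enzyme and 100% = wells lacking Arfgap1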
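Repeats: one replicate per compound; assay system: rat Arfgap1 catalytic domain, aa 1-136; times: enzyme reaction 120 min at 25 °C after 20 min preincubation; detection: FP of antibody-bound GDP Alexa 633 tracer, ex 620/em 688 nm; benchmarks: high control wells lacking Arfgap1, low control full reaction with DMSO; reagent: human ARF1(Δ1-17)-GTP substrate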
PLCb3 inh – blocks human PLC-beta3 enzyme activity. Purified PLC-beta3, fluorogenic substrate, fluorescence. 0.18% of 370,000 active. Q01970. inhibition, % at 12.2 µM; in the data active = inhibition above about 11%;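 also: 0% = median of compound wells on plate and 100% = full blocker control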
PLC-gamma1 inh – PLC-gamma1 (human) inhibition, primary screen; purified PLC-gamma1, fluorogenic substrate, fluorescence; 0.84% of 370,000 active; inhibition, % at 12.2 µM; AID 720700; P19174; in the data active = inhibition above about 9.5%
KLK7 zymogen act – proKLK7 (human) activation, primary screen. purified proKLK7, EDANS-DABCYL substrate fluorescence; 100% is mature enzyme control, 0% vehicle. activation, % at 7 µM. 0.9% of 370,000 active;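 active = activation above the mean of all tested compounds plus 3 SD, computed per campaign excluding outliers beyond control limits, cut at about 13% in these data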
UHRF1 MBD2 ctr – UHRF1 methyl-DNA binding inhibition; UHRF1 binding to methylated oligo, TR-FRET; inhibition, % at 4.4 µM; 0.75% of 370,000 active; AID 687016; in the data active = inhibition above about 21%;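 also: UHRF1 SRA domain binding a hemimethylated CpG hairpin DNA probe; 0% = median of test compound wells and 100% = reference inhibitor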
DDE Tn6 FP inh – inhibitors of Tn6 peptide binding to human fibrin DD(E); inhibition, % at 8.3 µM; AID 720509; 0.21% of 370,000 active; Fibrin DD(E) TRITC-Tn6 fluorescence polarization displacement; P02675;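 active = inhibition above a per-campaign cutoff: mean of compounds within control limits plus 3 SD, cut at about 15% in these data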;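 also: 0% = median of all compound wells on the plate and 100% = blocking peptide control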
* marks the source's active call; other numbers are inactive results; i = inactive.

SMILES	MBD2 inh	ADAM17 inh	Tn7 DDE FP	ASAP1 GAP inh	ARFGAP1 inhibitor	PLCb3 inh	PLC-gamma1 inh	KLK7 zymogen act	UHRF1 MBD2 ctr	DDE Tn6 FP inh
CCOCCCNC(=O)C1CC(=O)N(C2CCCC2)C1 (stereo unspecified)	2	0	0	9	-2	3	2	-0.5	4	-3
c1cc2c(c(NCc3ccncc3)c1)CCCC2	2	-4	5	2	0	-4	-2	-0.4	1	0
O=C1OC(OC2CCCCC2)(c2ccccc2)c2ccccc21 (stereo unspecified)	0	2	4	-2	-3	0	1	0.0	-3	-7
CCCCC(=O)N/N=C/c1ccc(N2CCOCC2)c([N+](=O)[O-])c1	-12	4	0	11	-7	4	6	-0.7	-10	-1
COc1ncnc2c1ncn2CCCNCc1ccccn1	11	-5	2	0	-4	-1	0	-0.8	17	4
CN(C)S(=O)(=O)c1ccc(C(=O)NCC(=O)Nc2ccc(F)c(F)c2)cc1	1	3	1	0	6	-1	1	-0.3	2	3
O=C(O)CCCC(=O)Nc1ccc(Cl)c(Cl)c1	0	-2	-7	7	7	0	1	0.3	1	8
O=C(CN(Cc1ccco1)C(=O)c1nsc(Cl)c1Cl)NC1CCCCC1	-5	-1	0	-2	11	-2	-1	-0.1	-3	-7
COc1cccc(C2=NO[C@@H]3C(=O)N(Cc4ccccc4)C(=O)[C@H]23)c1OC	2	-3	-3	1	0	-1	0	-0.1	5	-8
CC(OC(=O)c1cccc(S(=O)(=O)N2CCCC2)c1)C(=O)NC1CCCCC1C (stereo unspecified)	-3	-4	-5	-5	18	-4	-3	0.3	-1	-1
Nn1cnc2scc(-c3ccco3)c2c1=O	-5	-3	-13	4	13	-11	-4	0.8	-3	4
CCN(CC)CCOC(=O)c1ccc(NC(=O)C2(c3ccccc3)CCCC2)cc1	-1	-1	-6	2	-3	2	1	0.3	-3	-1
NS(=O)(=O)c1ccc(CCNC(=O)c2cc(-c3cc(Cl)ccc3O)n[nH]2)cc1	1	2	5	11	9	-2	3	0.1	2	-4
CN(Cc1ccc(F)cc1)C(=O)c1cccc(S(=O)(=O)NCc2ccccc2)c1	-2	1	3	-10	7	-3	5	-0.4	1	6
O=C(NNc1ccc(Cl)cc1)c1sccc1Cl	1	-2	4	-2	0	-2	0	-0.6	-1	1
CC(C)(C)C(=O)NC1=NN(c2c(Cl)cc(Cl)cc2Cl)C(=O)C1	1	0	6	-26	9	0	-1	0.5	0	2
COc1cc(/C=N/NS(=O)(=O)c2ccc(Br)cc2)ccc1O	-1	3	-5	8	-1	1	5	-1.3	6	-4
COc1ccc(CCN2CCCn3c2nc2c3c(=O)n(CC(N)=O)c(=O)n2C)cc1OC	6	-6	3	-10	-7	-13	-4	-0.6	4	-2
CCn1ncc2c1C(=O)NC1c3ccccc3C(=O)N21 (stereo unspecified)	0	-2	0	2	7	-6	-2	0.6	-2	9
O=C(COC(=O)Cc1c(F)cccc1Cl)Nc1ccc2[nH]c(=O)[nH]c2c1	-5	-6	5	-2	-18	-8	-3	-0.5	1	-4

Arranged by SMILES length (lowest first): part of the list above
SMILES	MBD2 inh	ADAM17 inh	Tn7 DDE FP	ASAP1 GAP inh	ARFGAP1 inhibitor	PLCb3 inh	PLC-gamma1 inh	KLK7 zymogen act	UHRF1 MBD2 ctr	DDE Tn6 FP inh
Nn1cnc2scc(-c3ccco3)c2c1=O	-5	-3	-13	4	13	-11	-4	0.8	-3	4
O=C(NNc1ccc(Cl)cc1)c1sccc1Cl	1	-2	4	-2	0	-2	0	-0.6	-1	1
O=C(O)CCCC(=O)Nc1ccc(Cl)c(Cl)c1	0	-2	-7	7	7	0	1	0.3	1	8
CCn1ncc2c1C(=O)NC1c3ccccc3C(=O)N21 (stereo unspecified)	0	-2	0	2	7	-6	-2	0.6	-2	9
COc1cc(/C=N/NS(=O)(=O)c2ccc(Br)cc2)ccc1O	-1	3	-5	8	-1	1	5	-1.3	6	-4
O=C(CN(Cc1ccco1)C(=O)c1nsc(Cl)c1Cl)NC1CCCCC1	-5	-1	0	-2	11	-2	-1	-0.1	-3	-7
CC(C)(C)C(=O)NC1=NN(c2c(Cl)cc(Cl)cc2Cl)C(=O)C1	1	0	6	-26	9	0	-1	0.5	0	2
CN(Cc1ccc(F)cc1)C(=O)c1cccc(S(=O)(=O)NCc2ccccc2)c1	-2	1	3	-10	7	-3	5	-0.4	1	6
CN(C)S(=O)(=O)c1ccc(C(=O)NCC(=O)Nc2ccc(F)c(F)c2)cc1	1	3	1	0	6	-1	1	-0.3	2	3
COc1ccc(CCN2CCCn3c2nc2c3c(=O)n(CC(N)=O)c(=O)n2C)cc1OC	6	-6	3	-10	-7	-13	-4	-0.6	4	-2
NS(=O)(=O)c1ccc(CCNC(=O)c2cc(-c3cc(Cl)ccc3O)n[nH]2)cc1	1	2	5	11	9	-2	3	0.1	2	-4
COc1cccc(C2=NO[C@@H]3C(=O)N(Cc4ccccc4)C(=O)[C@H]23)c1OC	2	-3	-3	1	0	-1	0	-0.1	5	-8

Further results follow.
SMILES	MBD2 inh	ADAM17 inh	Tn7 DDE FP	ASAP1 GAP inh	ARFGAP1 inhibitor	PLCb3 inh	PLC-gamma1 inh	KLK7 zymogen act	UHRF1 MBD2 ctr	DDE Tn6 FP inh
COc1cccc(C2c3[nH]c4ccccc4c3C[C@H]3C(=O)N(CCCO)CC(=O)N23)c1OC (stereo partly specified)	-1	-4	-1	-12	-11	-3	4	0.6	1	10
Cc1ccc(NC(=S)Nc2ccc(C(C)C)cc2)cc1S(=O)(=O)N1CCCCCC1	6	4	-6	6	3	1	0	0.4	2	-15
CCOc1ccccc1-n1ccn(CC(=O)Nc2ccc(Br)cc2F)c(=O)c1=O	-4	-4	-1	-1	-2	-7	-1	-0.4	2	0
CCOc1ccccc1NC(=O)NC(C)c1ccncc1 (stereo unspecified)	-2	4	0	0	-5	6	2	-0.4	5	-5
COC(=O)c1cc(OC)cc(O)c1C(=O)c1c(O)cc(C)cc1O	-4	-2	-1	4	-18	-1	0	0.3	2	8
Cc1ccc(CN2C(=O)c3ccccc3Sc3ccc(C(=O)NCCCN4CCOCC4)cc32)cc1	-1	3	-2	2	6	-8	3	0.1	0	5
COc1ccc(/C(C)=N/NC(=O)c2nnn(-c3nonc3N)c2-c2ccccc2)cc1	-3	2	0	11	-11	-5	3	0.2	4	-1
O=C(NCCN1C(=O)S/C(=C\c2cccc(Cl)c2Cl)C1=O)C1=COCCO1	0	-1	-4	4	-1	-4	1	0.7	-5	3
Cc1ccc(NC(=O)CN2CCCCCC2)c(Br)c1	2	-3	5	-5	-8	1	2	0.3	5	9
O=[N+]([O-])c1c(C(Cl)Cl)nn(-c2ccc(Cl)cc2)c1N1CCCCC1	-1	-1	-2	-18	-7	-1	-1	-0.2	0	0
CCc1ccc(OCC(=O)NC(NC(=S)Nc2ccc(Cl)cc2)C(Cl)(Cl)Cl)cc1 (stereo unspecified)	0	-1	5	-7	-10	2	1	0.3	-1	3
COCc1c(Br)c(C)nc2sc3c(=O)[nH]nnc3c12	4	-8	0	-5	-5	-22	5	-0.3	3	2
O=C(COC(=O)c1ccccc1NCCO)NCC1CCCCC1	-5	-440	-2	-7	9	i	-405	21*	0	4
CCc1ccc(C(O)c2ncc(-c3cccc(C(F)(F)F)c3)[nH]2)cc1 (stereo unspecified)	0	11*	-3	11	0	1	5	0.3	2	-8
Cc1ccccc1-n1ncc(C(C)NS(=O)(=O)c2ccccc2Cl)c1C (stereo unspecified)	1	-7	11	-8	-1	-6	-2	0.4	1	8
COc1ccccc1N1CCN(S(=O)(=O)CC23CCC(CC2=O)C3(C)C)CC1 (stereo unspecified)	1	-1	5	4	-5	0	-2	0.5	5	4
CC(C)(CNC(=O)c1cccc(S(=O)(=O)Nc2ccc(SC(F)F)cc2)c1)N1CCOCC1	4	-3	0	-1	-4	-10	6	-0.1	-1	1
CCCOc1ccc(C(=O)NNC(=S)NC(=O)c2ccccc2)cc1	-2	3	7	0	7	-2	0	-0.1	-3	8
CCOc1ccc(S(=O)(=O)N(C)C2CCCCC2)cc1	1	-2	5	-4	8	-7	1	-0.2	-2	-4
COc1ccc(CNc2nc3ccccc3n2CCN2CCCCC2)c(OC)c1	-2	4	-2	-6	0	0	4	0.0	3	-11
CC(=O)c1cccc(S(=O)(=O)N(Cc2cc3cc4c(cc3[nH]c2=O)OCCO4)CC2CCCO2)c1 (stereo unspecified)	-1	-2	0	-2	24	-10	-6	0.2	3	0
CCOCCCNS(=O)(=O)c1ccc(NC(=O)C2CC(=O)N(c3ccc(C)cc3)C2)cc1 (stereo unspecified)	-1	-1	0	-5	4	2	-1	0.6	-2	-3
CCOC(=O)C1C(=O)OC(C)(C)C1C(CC)C(=O)c1c(C)cc(C)cc1C (stereo unspecified)	1	2	-4	-4	3	-2	1	0.0	2	-5
CC(C)(C(=O)N1CCC1(C)C(=O)Nc1ccccc1Br)c1ccccc1 (stereo unspecified)	-7	11*	8	-7	-11	9	9	0.2	7	3
O=C1C(=C(I)I)c2ccccc2-c2ccccc21	-4	-3	-7	38*	-9	-12	34*	-2.6	-1	-5
COc1cccc(-c2cc(C(=O)NCCCn3ccnc3)c3ccccc3n2)c1	1	-5	2	13	-7	-46	-34	0.6	0	1
CC1CCN(C(=O)CSc2n[nH]c(-c3cccs3)n2)CC1	-6	-1	-2	12	-6	-2	3	-0.3	1	-6
CC(=O)Nc1ccc(C(=O)n2nc(C)cc2C)cc1	-4	-1	-1	-1	0	4	3	0.1	3	5
CCOC(=O)CC(NC(=O)CCc1c(C)nc2nc(C)nn2c1C)c1ccc(OC(C)C)cc1 (stereo unspecified)	0	-3	0	-7	-1	1	1	-0.5	1	-4
Cc1ccc(NC(=O)C(C)NC(=O)OCc2ccccc2)cc1C (stereo unspecified)	2	-4	8	-6	-4	-10	-5	0.0	4	3
N/C(Cc1ccc([N+](=O)[O-])cc1)=N\OC(=O)c1ccc2ccccc2c1	6	-2	1	6	11	1	-1	0.0	2	-5
COc1ccc(C(C)=O)cc1Cn1c(C)c(C(=O)NCc2ccc(C(F)(F)F)cc2)sc1=O	-6	6	0	-6	-8	-1	2	0.4	-2	-1
Cc1ccccc1-c1cnn(-c2cccc([N+](=O)[O-])c2)c1N	0	-18	-1	5	-7	3	1	0.0	-1	8
Cc1ccc(S(=O)(=O)N(CC2CO2)c2ccccc2[N+](=O)[O-])cc1 (stereo unspecified)	-4	1	-4	7	8	5	0	0.6	1	6
